Compound activity from PubChem.
SIAE inh: human SIAE inhibitors, primary screen, biochemical, fluorescence polarization, FP-Rh probe, 1536-well HTS; Sialate O-acetylesterase (Homo sapiens), Q9HAT2; SIAE FP-Rh probe binding; inhibition, % at 9.66 µM; actives 0.69% (n = 370,000);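 active = inhibition above a cutoff: mean of compounds within the control limits plus 3 SD of those, cut at about 17% in these data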;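 also: 0% = plate median of compound wells and 100% = probe without SIAE protein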
TDP2 absorb: human TDP2 enzyme inhibitors, primary screen, biochemical, epi absorbance, recombinant enzyme | inhibition, % at 12.8 µM | actives 0.34% (n = 370,000) | T5PNP hydrolysis, p-nitrophenol absorbance 415 nm | Tyrosyl-DNA phosphodiesterase 2 (Homo sapiens), O95551;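 active = inhibition above the mean of all tested compounds plus 3 SD, set per campaign, cut at about 25% in these data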;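 also: 0% = DMSO with enzyme and 100% = buffer with substrate but no TDP2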
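Material: recombinant human TDP2; quantity: TDP2 enzyme at 120 nM final; medium: Tris-HCl pH 7.5 with MgCl2; compound: single concentration, 12.8 µM nominal, with 1% DMSO; incubation: 2 h enzyme incubation at 37 °C; signal: epi absorbance; measure: percent inhibition; benchmarks: high control without enzyme, low control DMSO plus TDP2; repeats: singlicate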
MBD2 inh: inhibitors of MBD2 binding to methylated DNA, primary screen, biochemical, TR-FRET, DNA-binding domain, human. MBD2 binding to methylated oligonucleotide. inhibition, % at 4.4 µM. actives 0.31% (n = 370,000). AID 686964, 2013; in the data active = inhibition above about 13%
Target sequence (Q9UBB5 whole entry, looked up, the tested form may be a part): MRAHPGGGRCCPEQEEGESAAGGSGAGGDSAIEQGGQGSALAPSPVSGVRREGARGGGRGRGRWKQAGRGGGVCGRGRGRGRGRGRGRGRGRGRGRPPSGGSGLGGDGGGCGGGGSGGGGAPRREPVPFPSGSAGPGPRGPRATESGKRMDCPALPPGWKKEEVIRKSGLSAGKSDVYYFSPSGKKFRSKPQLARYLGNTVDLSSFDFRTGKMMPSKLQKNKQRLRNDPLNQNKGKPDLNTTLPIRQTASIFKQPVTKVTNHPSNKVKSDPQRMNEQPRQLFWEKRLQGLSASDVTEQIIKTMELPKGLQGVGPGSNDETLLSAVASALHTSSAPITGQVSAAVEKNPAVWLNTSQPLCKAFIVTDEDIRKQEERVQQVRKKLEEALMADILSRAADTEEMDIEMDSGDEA
LEDGF integ inh: blockers of LEDGF/p75-dependent integrase strand transfer – biochemical, TR-FRET, high throughput, primary screen; HIV-1 integrase (with human LEDGF/p75); TR-FRET IN-LEDGF/p75 DNA integration, Eu/Cy5; inhibition, % at 3.7 µM; actives 0.64% (n = 370,000); AID 743269, 2014;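 active = inhibition above the screen-wide mean plus 3 SD, cut at about 13% in these data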;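 also: signal is the Cy5 over europium emission ratio at 671 and 618 nm; 0% = plate median of compound wells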
UHRF1 MBD2 ctr: UHRF1 methylated DNA binding inhibitors, primary screen, counter-screen for MBD2 inhibitor project, biochemical, TR-FRET, human UHRF1, single concentration. E3 ubiquitin-protein ligase UHRF1 (Homo sapiens), Q96T88. UHRF1 binding to methylated oligo. inhibition, % at 4.4 µM. actives 0.75% (n = 370,000); in the data active = inhibition above about 21%;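 also: UHRF1 SRA domain binding a hemimethylated CpG hairpin DNA probe; 0% = median of test compound wells and 100% = reference inhibitor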
DDE Tn7 FP inh: inhibitors of Tn7 peptide binding to fibrin DD(E), primary screen, biochemical, fluorescence polarization, human fibrin, Tn7 probe. AID 720508, 2013. actives 0.13% (n = 370,000). FP displacement of FITC-Tn7 peptide from fibrin DD(E); 0% = median of compound wells per plate. inhibition, % at 8.3 µM;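 active = inhibition above the mean of compounds falling within the control limits plus 3 SD of them, cut at about 14% in these data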;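 also: 0% = plate median of compound wells and 100% = 10 µM Aha-Tn7 peptide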
Target sequence (P02675 whole entry, looked up): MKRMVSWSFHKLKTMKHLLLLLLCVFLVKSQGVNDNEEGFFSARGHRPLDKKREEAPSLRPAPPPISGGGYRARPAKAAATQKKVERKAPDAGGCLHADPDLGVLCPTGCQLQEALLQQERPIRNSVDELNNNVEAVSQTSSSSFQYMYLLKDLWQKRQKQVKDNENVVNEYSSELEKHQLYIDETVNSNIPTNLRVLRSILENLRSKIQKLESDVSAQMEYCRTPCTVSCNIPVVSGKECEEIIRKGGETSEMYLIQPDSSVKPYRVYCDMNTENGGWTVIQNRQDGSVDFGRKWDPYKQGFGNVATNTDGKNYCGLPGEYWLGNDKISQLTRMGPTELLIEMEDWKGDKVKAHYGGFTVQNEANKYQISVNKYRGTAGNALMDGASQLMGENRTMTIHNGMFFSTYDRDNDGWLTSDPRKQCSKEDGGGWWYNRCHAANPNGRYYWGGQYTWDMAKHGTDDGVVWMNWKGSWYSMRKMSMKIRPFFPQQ
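Assay system: Human fibrin DD(E) protein | Medium: Tris buffer with calcium and detergent, pH 7.8 | Reagent: 0.1 µM fluorescent Tn7 | Compound dosing: Single point at 8.3 µM | Times: 10 min preincubation, 3 h with tracer, room temperature | Detection: Fluorescence polarization of the labelled Tn7 tracer | Controls: Aha-Tn7 high control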
KLK7 zymogen act: proKLK7 zymogen activators, primary screen, biochemical, fluorescence intensity; Kallikrein-7 (Homo sapiens), P49862; actives 0.9% (n = 370,000); purified proKLK7, EDANS-DABCYL substrate fluorescence; 100% is mature enzyme control, 0% vehicle; activation, % at 7 µM;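 active = activation above the mean of all tested compounds plus 3 SD, computed per campaign excluding outliers beyond control limits, cut at about 13% in these data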
PRMT1 inh: PRMT1 methyltransferase inhibitors, primary screen, biochemical, fluorescence polarization | Protein arginine N-methyltransferase 1 (Homo sapiens), Q99873 | recombinant PRMT1, activity-based probe fluorescence polarization | inhibition, % at 2.79 µM | actives 1.3% (n = 370,000) | AID 652257, 2013;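 active = inhibition above about 21% made by adding two undisclosed values, limit read from the data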
Tn6 DDE FP: inhibitors of Tn6 peptide binding to fibrin DD(E), primary screen, biochemical, fluorescence polarization, human fibrin, Tn6 probe; Fibrin DD(E) TRITC-Tn6 fluorescence polarization displacement; Fibrinogen beta chain (Homo sapiens), P02675; actives 0.21% (n = 370,000); inhibition, % at 8.3 µM;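 active = inhibition above a per-campaign cutoff: mean of compounds within control limits plus 3 SD, cut at about 15% in these data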;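 also: 0% = median of all compound wells on the plate and 100% = blocking peptide control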
TCR CD3 inh: inhibitors of human TCR-CD3 interaction, primary screen, biochemical, fluorescence, TAMRA-labeled TCR probe | T-cell receptor (TCR) | inhibition, % at 9.4 µM | actives 0.37% (n = 360,000) | AID 651800, 2012; in the data active = inhibition above about 19%;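 also: recombinant mutant TCR 2C K166C tagged with TAMRA read by polarization; 0% = receptor in buffer alone and 100% = receptor with positive control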
* = called active by the depositor. Compounds as they come; 4.6% or so of the library scored in one or more.

SMILES	SIAE inh	TDP2 absorb	MBD2 inh	LEDGF integ inh	UHRF1 MBD2 ctr	DDE Tn7 FP inh	KLK7 zymogen act	PRMT1 inh	Tn6 DDE FP	TCR CD3 inh
Cc1cc(C)cc(N(CC(=O)NC2CCCC2)C(=O)CCC(=O)Nc2cc(C)ccn2)c1	0	5	0	-2	-2	2	-0.2	3	-5	1
CN(C)CCCNC(=O)CC1C[C@H](C(=O)N2CCOCC2)[C@@]2(CCC3CCCC3)c3[nH]c4ccccc4c3CCN2C1=O (stereo partly drawn)	-3	-11	-3	-5	2	-6	0.4	4	-8	-7
COc1ccc(OC)c(C(=O)CSc2nc3cccnc3n2C)c1	-1	3	2	3	1	-3	-0.2	2	-3	-3
CC(C)(C)n1nnnc1C(c1cccnc1)N1CCN(C(=O)c2ccco2)CC1 (stereo not drawn)	8	-10	-1	-3	5	1	-0.2	0	9	-2
COCc1ccc(C(=O)NC2CCCN(Cc3ccccc3F)C2)o1 (stereo not drawn)	-5	2	-4	0	1	2	0.1	-1	-6	5
COc1ccccc1N1CCN(S(=O)(=O)c2cccc3nsnc23)CC1	-9	-3	1	-2	1	3	0.2	0	8	8
Cc1cc(C(=O)N(C)CC(=O)Nc2ccc(Cl)c(C(F)(F)F)c2)no1	2	2	0	0	-2	8	0.1	1	3	0
Cc1ccccc1-c1nnc(CN2CCC(C)CC2)o1	1	-1	0	3	1	4	-0.2	-1	5	0
COc1ccc(C(C)=O)cc1COC(=O)[C@H](Cc1ccccc1)NC(=O)c1ccco1	-2	-13	-2	-3	1	0	0.4	2	3	1
O=S(=O)(Nc1ccncc1)c1cc(Cl)c(Cl)cc1Cl	4	-5	-1	6	-3	0	-0.1	2	-12	9
CC(C)CNC(=O)COC(=O)c1ccc(Cl)c(S(N)(=O)=O)c1	-2	-6	0	-8	2	7	-0.4	2	-2	-7
O=C(NC1CCCCC1)C(c1c(F)cccc1Cl)N(C(=O)c1csnn1)C1CC1 (stereo not drawn)	2	12	-1	3	3	5	-0.5	0	1	3
CCCCCCCCC/C(=N\O)c1ccccn1	-6	16	2	4	4	10	0.7	-1	4	2
O=[N+]([O-])c1ccc(-c2cn3c(n2)SCC3)cc1	-1	-8	-4	0	-1	2	0.0	5	-5	4
Cc1nc2cc(N=NC3=C(O)CCCC3=O)ccc2s1	4	-4	-4	-2	4	2	0.1	0	0	0
CN(C)c1ccc(/C=C/c2nc3ccccc3s2)cc1	-10	1	-5	-2	0	-2	-2.9	-1	1	3
COc1ccc(C2(CNC(=O)c3ccccc3)CCCC2)cc1OC	-6	4	0	-1	1	2	-0.1	-4	-3	3
C[C@@H]1CN(S(=O)(=O)C(C)(C)C)[C@@H](CCO)/C1=C\c1ccccc1	-2	-1	0	1	-1	7	0.3	2	6	-7
C[C@H](CO)N1C[C@H](C)[C@H](CN(C)C(=O)NC2CCCCC2)OCc2cnnn2CCCC1=O	4	0	0	-4	3	6	0.1	3	-4	-13
C#CCNC(=O)C1=C[C@@H](c2ccc3c(c2)OCO3)[C@H](CCCO)[C@@H](OCC)O1	1	9	-3	-1	1	-1	-0.9	-1	-6	5
O=C(C(=O)N1CCCC1)c1c(-c2ccccc2)[nH]c2ccccc12	2	5	-6	4	1	-5	-0.1	-1	-3	8
O=C(Nc1ccccc1Br)C1CCCN1S(=O)(=O)c1cccc2nsnc12 (stereo not drawn)	1	2	3	-3	2	-6	-0.5	5	2	2
CCn1cc(C(=O)NCc2cccs2)c(=O)c2ccc(C)nc21	0	0	0	0	1	-1	0.6	1	-3	3
O=C(Nc1nc(-c2ccc(S(=O)(=O)N3CCCCCC3)cc2)cs1)c1cccs1	3	3	1	-3	-2	0	-5.9	-1	-10	13
Cc1cc(/C=C(\C#N)C(=O)NCc2cccs2)c(C)n1-c1ccc([N+](=O)[O-])cc1	8	-2	0	-5	1	0	0.1	-1	1	-4
O=C(Nc1ccccc1)Nc1ncc([N+](=O)[O-])s1	-6	-13	-8	-8	-2	-8	-0.4	1	-10	0
CCOc1ccc(-c2nnc(-c3ccco3)o2)cc1	-9	-2	0	-1	-2	2	0.2	-5	5	1
Cc1cc(Nc2ncc(Cl)cc2Cl)n(-c2ccccc2)n1	1	-7	0	4	2	-1	0.3	2	-4	5
O=C(CCc1nnc(CCC2CCCCC2)o1)NCCn1cccn1	-1	-2	-2	-1	0	6	0.1	1	9	8
COc1cc2c(cc1OC)C(C(C)C)=NC(C)(C)C2	-5	2	1	3	-2	3	85*	0	1	5
C=C(c1ccccc1Cl)[n+]1ccccc1	1	-9	0	2	-1	1	0.2	-6	1	-1
Cc1cc(C(=O)N/N=C/c2ccc([N+](=O)[O-])s2)n[nH]1	2	3	0	-1	7	3	-0.2	11	-9	-6
CCN1CCN(CCCN(Cc2ccco2)C(=S)Nc2ccc(Cl)c(C)c2)CC1	4	8	0	-2	12	-4	-0.9	-5	6	4
CC(C)=C1C2CCC1C1C(=O)N(NC(=O)COc3ccc(C(C)(C)C)cc3)C(=O)C21 (stereo not drawn)	1	-12	4	4	3	0	0.4	1	-2	2
Cc1ccnc(NS(=O)(=O)c2cccc([N+](=O)[O-])c2)c1	16	10	-2	0	-2	0	-0.2	-3	-1	9
Cc1ccc(C)c(OCCCNCc2ccccc2)c1	-2	-16	-3	8	4	5	0.0	-3	4	-5
CN(C)c1cccc(C(=O)OCC(=O)Nc2ccccc2Sc2ccccc2)c1	5	-20	-3	4	8	-4	-1.8	-3	3	1
COc1ccc(CCNC(=O)[C@@H]2C[C@H]2c2ccccc2)cc1OC	4	-4	-4	0	-3	-4	0.8	-3	2	11
Fc1ccc(CNC(=S)Nc2ccccc2F)cc1	-2	-9	1	-3	-1	2	0.1	0	7	-1
COc1ccccc1-c1sc2ccccc2c1C#Cc1ccc(N(C)C)cc1	9	12	-4	-1	-2	14*	-63	-2	-4	-10
COc1ccc(NC(=O)c2c(C(F)(F)F)nn(C)c2SCc2ccccc2Cl)cc1	-4	10	1	2	-4	3	0.2	-3	2	-1
COc1cccc(C(O)c2nc(-c3ccccc3C)cs2)c1 (stereo not drawn)	-10	-21	3	6	2	-5	-0.8	0	1	3
O=S(=O)(c1ccc(Cl)cc1)N1CCn2c1nc1ccccc12	3	-16	-7	6	-3	-7	-0.4	1	-3	3
COc1ccc(-n2cnnc2SCCC#N)cc1	-1	8	2	1	1	3	-0.4	-2	-1	-2
COc1ccc(Br)cc1CN(C)CC(=O)NCc1ccc(F)cc1	1	19	4	1	0	-3	0.4	-1	-3	5
Cc1cccc(C(=O)OCC(=O)NC(C)CCc2ccccc2)c1O (stereo not drawn)	6	-16	-4	3	1	1	-0.2	0	-3	-9
CCOc1ccc(N(CC(=O)NN=C2CCCC2)S(C)(=O)=O)cc1	-2	-2	-1	0	0	5	0.5	2	7	3
Cc1ccc(S(=O)(=O)N2CCCC2c2nc3ccccc3s2)cc1 (stereo not drawn)	4	4	-7	0	0	4	-0.4	-2	0	1
CCOC(=O)C1CCN(C(=O)CC2(CC(=O)O)CCCC2)CC1	4	9	-2	1	0	-3	0.1	1	3	7
CCOc1ccccc1NC(=O)C(OC(=O)c1ccccc1)c1ccccc1 (stereo not drawn)	-3	6	-3	3	-2	-7	0.4	-3	3	-2
O=C(COC(=O)CCNS(=O)(=O)c1ccc(Cl)cc1)NCc1ccccc1	-3	-6	-5	3	-1	5	-0.2	-4	-1	0
COc1ccc(NC(=O)CN(C)C2CCS(=O)(=O)C2)cc1 (stereo not drawn)	0	8	-2	3	0	2	0.1	-3	-3	2
CC(C)CC(=O)Nc1nc2c(c(=O)[nH]1)CCCC2	2	-1	-3	-4	-1	2	-0.1	0	-4	6
COc1cccc(C(=O)N2CCN(Cc3ccccn3)CC2)c1OC	-5	1	7	1	0	-3	-0.5	-1	-8	3
O=C(CNC(=O)c1ccncc1)N/N=C/c1ccccc1[N+](=O)[O-]	2	0	4	-1	2	1	0.4	-1	-3	-1
Cc1cccc(C)c1NC(=O)CCn1cnc2ccccc2c1=O	-5	-5	1	-3	1	0	0.8	-1	10	4
Cn1c(SCC(=O)Nc2ccc3c(c2)CCC3)nnc1C1CC1	-5	11	1	0	1	2	-0.5	0	3	0
CNc1cncc(-c2ccc(OC)c(OC)c2)n1	-2	-9	0	2	-1	-15	6.8	-2	-2	3
N=c1oc2cc(O)ccc2cc1C(=O)Nc1nc2ccccc2s1	0	-3	-9	0	-3	0	55*	2	2	6
O=C(NC(=S)Nc1cc([N+](=O)[O-])ccc1O)c1ccc2c(c1)OCO2	-4	-14	-6	-2	0	3	-0.2	-3	-5	1
Next structures follow.
SMILES	SIAE inh	TDP2 absorb	MBD2 inh	LEDGF integ inh	UHRF1 MBD2 ctr	DDE Tn7 FP inh	KLK7 zymogen act	PRMT1 inh	Tn6 DDE FP	TCR CD3 inh
CC(=O)N(c1nnc(-c2cccc(C)c2)s1)C1CCCC1	-8	-22	5	-3	3	-3	-0.1	4	5	-6
CCC(=O)n1nc(-c2ccc(OC)cc2)nc1NCc1cccs1	-6	-4	0	-4	9	3	0.5	0	4	4
Cc1cc(C)n(CC(=O)NC2C(=O)N3C(C(=O)O)=C(CSc4nnc(C)s4)CSC23)n1 (stereo not drawn)	-5	-3	2	-6	0	1	-0.3	35*	7	-3
O=C1N=c2ccccc2=C1c1sc(=S)n(NC(=O)c2cccc(O)c2)c1O	29*	4	-5	1	0	-1	0.6	3	-7	2
Cc1ccc2oc(=O)c3cnn(CC(=O)NCCc4ccsc4)c3c2c1	-16	-18	0	4	0	-7	-0.5	-4	3	5

An excerpt from above in order of SMILES length, low to high.
SMILES	SIAE inh	TDP2 absorb	MBD2 inh	LEDGF integ inh	UHRF1 MBD2 ctr	DDE Tn7 FP inh	KLK7 zymogen act	PRMT1 inh	Tn6 DDE FP	TCR CD3 inh
CC(=O)N(c1nnc(-c2cccc(C)c2)s1)C1CCCC1	-8	-22	5	-3	3	-3	-0.1	4	5	-6
O=C(NC(=S)Nc1cc([N+](=O)[O-])ccc1O)c1ccc2c(c1)OCO2	-4	-14	-6	-2	0	3	-0.2	-3	-5	1
Cc1cc(C)n(CC(=O)NC2C(=O)N3C(C(=O)O)=C(CSc4nnc(C)s4)CSC23)n1 (stereo not drawn)	-5	-3	2	-6	0	1	-0.3	35*	7	-3
